# KCNK3 block: human KCNK3 channel inhibition, primary screen; hit rate 0.84% among 340,000; O14649; CHO-KCNK3 thallium flux, FluxOR fluorescence; hits give low values; B-score at 10 µM;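 active means B-score under library mean minus 4 SD, starting fluorescence ratio at most library mean plus 5 SD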;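 further: more negative B-score means stronger inhibition of thallium flux through KCNK3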
# Target sequence (O14649 whole entry, looked up): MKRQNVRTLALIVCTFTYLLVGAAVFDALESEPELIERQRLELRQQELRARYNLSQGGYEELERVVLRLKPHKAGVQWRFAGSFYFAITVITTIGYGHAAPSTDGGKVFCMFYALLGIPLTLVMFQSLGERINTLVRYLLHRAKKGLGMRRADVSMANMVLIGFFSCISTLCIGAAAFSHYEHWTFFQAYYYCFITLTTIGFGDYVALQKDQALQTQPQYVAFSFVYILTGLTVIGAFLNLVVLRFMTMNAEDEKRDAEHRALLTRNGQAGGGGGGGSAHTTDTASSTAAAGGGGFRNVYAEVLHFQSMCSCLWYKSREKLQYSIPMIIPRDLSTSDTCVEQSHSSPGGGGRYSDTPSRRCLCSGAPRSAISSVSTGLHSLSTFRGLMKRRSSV
# hERG rescue: compounds protecting human hERG from proarrhythmic drug block. Q12809. CHO-hERG, FluxOR thallium flux, dofetilide IC70 present. activation (rescue from dofetilide block), less the hit threshold, % at 10 µM. hit rate 0.51% among 310,000. AID 1511;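 active means activation above the mean of controls blocked by dofetilide plus 5 SD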;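 further: thallium influx through hERG after potassium depolarization seen as dye fluorescence rise; in these data hits start at about 4.7%; inactives centre near -7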
# HDAC3 inhib: human HDAC3 inhibition; hit rate 0.15% among 320,000; AID 2718; O15379; inhibition, % at 8.3 µM; recombinant HDAC3, fluorogenic peptide/trypsin coupled, fluorescence; in the data active means inhibition above about 26%, passing the limit was not always enough; inconclusive means no clear call, values can overlap the other calls
# KCNQ1 block: inhibitors of human KCNQ1 potassium channel; P51787; AID 2642; CHO-K1 KCNQ1, FluxOR thallium flux fluorescence; hits give high values; hit rate 1.3% among 310,000; B-score at 10 µM;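 active means compounds whose thallium flux B-score, printed positive for inhibition, exceeds three library SD while starting fluorescence stays within three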;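 further: channel opened by potassium depolarization with thallium stimulus after 20 min compound exposure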
# Dyrk1A ADPGlo: Dyrk1A (rat) kinase inhibition | Q63470 | ADP-Glo luminescence, NFATc1 peptide | inhibition, % at 12.5 µM | hit rate 0.43% among 310,000 | AID 504441; in the data active means inhibition above about 50%;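 further: plate controls were vehicle with enzyme for no effect and no enzyme for full effect; many of its hits are not listed in these tables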
# TRPC4 potent: allosteric potentiators of mouse TRPC4 channel. hit rate 0.42% among 310,000. HEK293 TRPC4beta/mu-opioid, DAMGO EC20, Fluo-4 Ca2+ flux; hits give high values. Q9QUQ5. AID 2227. B-score at 10 µM;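 active means B-score of calcium response area above 5 SD of library B-scores, with initial fluorescence ratio within 5 SD of library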;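 further: B-score of integrated fluorescence ratio over time as area under calcium response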
# TRPC4 act: activators of mouse TRPC4 channel; HEK293 TRPC4beta/mu-opioid, Fluo4 calcium fluorescence; hits give high values; B-score at 10 µM; hit rate 0.49% among 310,000;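 active means B-score above 5 SD of library B-scores, and initial fluorescence ratio not above library mean plus 5 SD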;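 further: positive B-score marks a calcium rise read as TRPC4 activation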
#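 Assay system – TRPC4beta and mu-opioid receptor HEK293 stable cells · Measured by – Fluo4 fluorescence, kinetic · Schedule – dye loading 45 min room temperature, 110 s kinetic read · Read-out – B-scored integrated calcium fluorescence ratio · Controls – buffer and maximal DAMGO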
# KCNK9 inh: human KCNK9 channel inhibition | AID 488922 | HEK293 KCNK9, FluxOR thallium flux fluorescence; hits give low values | B-score at 10 µM | Q9NPC2 | hit rate 1.2% among 310,000;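 active means ratio B-score over 3 SD below the library mean, with starting fluorescence within 5 SD of its mean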;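 further: negative B-score means less thallium flux so channel inhibition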
# Target sequence (Q9NPC2 whole entry, looked up): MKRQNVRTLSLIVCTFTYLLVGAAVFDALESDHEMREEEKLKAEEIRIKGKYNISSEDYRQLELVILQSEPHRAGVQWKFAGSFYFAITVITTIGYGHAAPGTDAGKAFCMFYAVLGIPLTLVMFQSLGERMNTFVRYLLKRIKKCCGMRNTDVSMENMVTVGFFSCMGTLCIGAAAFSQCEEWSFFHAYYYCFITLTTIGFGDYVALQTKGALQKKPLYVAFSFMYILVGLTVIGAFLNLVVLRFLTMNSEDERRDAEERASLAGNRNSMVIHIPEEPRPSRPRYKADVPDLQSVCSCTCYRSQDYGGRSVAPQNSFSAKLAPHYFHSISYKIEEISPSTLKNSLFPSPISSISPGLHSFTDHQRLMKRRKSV
# KCNQ1 pot: potentiators or activators of human KCNQ1 potassium channel | CHO-K1 KCNQ1, thallium flux FluxOR fluorescence; hits give high values | hit rate 0.35% among 310,000 | AID 2648 | B-score at 10 µM | P51787;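 active means fluorescence ratio B-score, a plate-corrected score, at least three library SD, with initial intensity B-score within 5 SD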
#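 Doses: Single concentration per compound, DMSO matched to controls | Test system: KCNQ1-transfected CHO-K1 cells | Timing: 90 min dye loading and 20 min compound exposure, both at room temperature | Measured by: Kinetic FluxOR thallium fluorescence, 10-s 1-Hz baseline, 110-s post-stimulus read | Medium: Assay buffer with matched DMSO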
# ANO1 block: mouse TMEM16A channel inhibition, primary screen; Q8BHY3; HEK293 TMEM16A/YFP iodide influx fluorescence, ionomycin; normalized B-score (activity score, 25-100; higher = stronger inhibition) at 10 µM; hit rate 1.2% among 310,000; AID 588511;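 active means ratio plate-corrected score three or more library SD toward inhibition, starting fluorescence score within five deviations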;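 further: score derived from kinetic fluorescence span divided by baseline fluorescence per well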
# ANO1 activ: mouse TMEM16A channel activation, primary screen; Q8BHY3; HEK293 TMEM16A/YFP-H148Q/I152L, iodide quench fluorescence; hits give low values; B-score at 10 µM; hit rate 0.3% among 340,000;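 active means fluorescence-ratio B-score plate-corrected deviation score at least 3 library SD below zero, with starting fluorescence score within 5 deviations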;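 further: channel opened by trigger with iodide after compound preincubation; score built on the fluorescence ratio of max minus min over baseline; more negative score means more quench and so TMEM16A activation or potentiation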
# Active calls of the source: *; i = inactive; ? = inconclusive; · = not tested or not shown. Not all compounds are listed; rates above refer to the full screens.
SMILES,KCNK3 block,hERG rescue,HDAC3 inhib,KCNQ1 block,Dyrk1A ADPGlo,TRPC4 potent,TRPC4 act,KCNK9 inh,KCNQ1 pot,ANO1 block,ANO1 activ
O=C(c1ccc2c(=O)n(Cc3ccc(Cl)cc3)c(=S)[nH]c2c1)N1CCOCC1,i,-7,?,i,2,i,i,i,i,i,i
Cn1cc(CC(=O)Nc2cccc(C#N)c2)c2ccccc21,i,-5,·,i,4,i,i,i,i,i,i
CCOc1ccccc1N(C(C)=O)S(=O)(=O)c1ccc(Cl)cc1,i,-16,0,i,-1,i,i,i,i,i,i
COc1ccc(NS(=O)(=O)c2cn(C)cn2)cc1OC,i,-1,-3,i,-3,i,i,i,i,i,i
CC(C)C[C@H](NC(=O)[C@@H]1Cc2ccccc2CN1C(=O)OC(C)(C)C)C(=O)NCC1CCC(C(=O)O)CC1 (stereo partly drawn),i,-8,-3,i,-3,i,i,i,i,i,i
CCN(CC)CCN(C(=O)c1ccc([N+](=O)[O-])cc1)c1nc2ccc(OC)cc2s1,i,-13,-1,i,·,i,i,i,i,i,i
COc1ccc(C=O)cc1OC1C=CCCC1 (stereo not drawn),i,1,3,i,-6,i,i,i,i,i,i
C#CCn1c(=NC(=O)c2ccco2)sc2cccc(Cl)c21,i,-9,-1,i,2,i,i,i,i,i,i
Cc1ccc(-n2cnnn2)c2cccnc12,i,4,-1,i,13,i,i,i,i,i,i
CC(=O)N=C1SC2CS(=O)(=O)CC2N1c1cccc(Cl)c1Cl (stereo not drawn),i,-4,-2,i,-4,i,i,i,i,i,i
COCCCn1c(SCC(=O)NC(C)C)nnc1-c1ccccc1,i,-7,0,i,-4,i,i,i,i,i,·
CC(=O)OCc1nc2sc(C)c(C)c2c(=O)[nH]1,i,-2,2,i,0,i,i,i,i,i,i
Cc1cccc(-n2c(=O)cc(N3CCN(c4ccc(F)cc4)CC3)[nH]c2=O)c1,i,-3,3,i,-2,i,i,i,i,i,i
COc1ccc(Cl)cc1NC(=O)CN(C)CC(=O)Nc1ccccc1C(F)(F)F,-9.1*,-21,8,i,·,i,i,i,i,i,i
COCCn1nnnc1CN1CCSCC1,i,-21,6,i,-3,i,i,i,i,i,i

# Part of the list above, tab-delimited.
smiles	KCNK3 block	hERG rescue	HDAC3 inhib	KCNQ1 block	Dyrk1A ADPGlo	TRPC4 potent	TRPC4 act	KCNK9 inh	KCNQ1 pot	ANO1 block	ANO1 activ
CCOc1ccccc1N(C(C)=O)S(=O)(=O)c1ccc(Cl)cc1	i	-16	0	i	-1	i	i	i	i	i	i
CCN(CC)CCN(C(=O)c1ccc([N+](=O)[O-])cc1)c1nc2ccc(OC)cc2s1	i	-13	-1	i	·	i	i	i	i	i	i
O=C(c1ccc2c(=O)n(Cc3ccc(Cl)cc3)c(=S)[nH]c2c1)N1CCOCC1	i	-7	?	i	2	i	i	i	i	i	i
Cc1ccc(-n2cnnn2)c2cccnc12	i	4	-1	i	13	i	i	i	i	i	i

# The list continues:
SMILES,KCNK3 block,hERG rescue,HDAC3 inhib,KCNQ1 block,Dyrk1A ADPGlo,TRPC4 potent,TRPC4 act,KCNK9 inh,KCNQ1 pot,ANO1 block,ANO1 activ
CCN(c1ccccc1)S(=O)(=O)c1ccc(N)c(OC)c1,i,-12,1,i,3,i,i,i,i,i,i
COc1ccc2c(c1)CCc1c(C(=O)NCc3ccc(F)cc3)noc1-2,i,-9,5,i,8,i,i,i,i,i,i
CCc1ccc(NC(=O)C2CCN(S(=O)(=O)c3c(C)noc3C)CC2)cc1,i,0,-7,i,6,i,i,i,i,i,i
O=c1[nH]c(/C=C/c2ccc3c(c2)OCO3)c([N+](=O)[O-])c(=O)[nH]1,·,1,·,i,·,i,i,i,i,i,·
CCN(Cc1ccccc1)S(=O)(=O)c1ccc(OC)c2ncccc12,i,-8,3,i,3,i,i,i,i,i,i
Cc1ccc(NS(=O)(=O)c2ccc(-n3cccn3)cc2)nc1,i,-4,-1,i,-7,i,i,i,i,i,i
Cc1c(O)c(CN(C)C)cc2c1oc(=O)c1ccccc12,i,-14,1,i,49,i,i,i,i,i,i
O=C(Cn1cc2c(n1)CCCC2)NCc1cccc(Cl)c1,i,-3,-9,i,-15,i,i,i,i,i,i
COc1cccc(NC(=O)CNC(=O)c2ccc(F)cc2)c1,i,·,8,·,-2,·,·,·,·,i,i
CC(C)(C)c1ccc(OCCSc2nc3ccccc3n2CC(=O)O)cc1,i,0,-4,i,-1,i,i,i,i,i,i
CCNC(=O)CSc1nnc(-c2ccc(OC)cc2)n1CC(C)C,i,-7,2,i,8,i,i,i,i,i,i
O=C(c1cccc(Cl)c1)N1CCN(Cc2c[nH]c3ccccc23)CC1,i,-8,-5,i,-2,i,i,i,i,i,i
CCOCc1nnc(NC(=O)C2CCN(C(=O)C3CC(=O)N(c4ccc(C)cc4)C3)CC2)s1 (stereo not drawn),i,-6,0,i,1,i,i,i,i,i,i
O=C(CCc1nnc(COc2ccccc2)o1)NCc1ccccc1C(F)(F)F,i,-8,·,i,0,i,i,i,i,i,i
CCOC(=O)C1(CCc2ccccc2)CCN(C(=O)CCn2cncn2)CC1,i,-10,-3,i,-5,i,i,i,i,i,i
CCN1CCN(c2ccc(NC(=O)c3ccc4c(c3)OCO4)cc2)CC1,i,-8,2,i,4,i,i,i,i,i,i
O=C(CSc1nc2ccccc2c(=O)n1CC1CCCCC1)N1CCOCC1,i,-8,4,i,0,i,i,i,i,i,i
CCCC(=O)Nc1ccc(C(=O)O)cc1NC(=O)CCC,i,-2,2,i,-5,i,i,i,i,i,i
O=C(Nc1nccs1)C1CCN(S(=O)(=O)c2ccc(Cl)c(C(F)(F)F)c2)CC1,i,-7,-1,i,2,i,i,i,i,i,i
CCN(Cc1ccccc1)S(=O)(=O)c1ccc(C(=O)N(CCCN(C)C)c2nc3cc(OC)ccc3s2)cc1,i,-29,8,i,-7,i,i,i,i,i,i
OCC[C@@H]1C[C@@H](O)[C@H](O)[C@@]2(CCCO2)O1,i,-3,-3,i,5,i,i,i,i,i,i
Cc1cccc(NC(=O)c2cc3ccccc3nc2C)c1,i,-25,-2,i,·,i,i,i,i,i,i
Cn1c(SCC(=O)Nc2ccccc2[N+](=O)[O-])nnc1C(F)(F)F,i,-6,7,i,·,i,i,i,i,i,i
COCCOC(=O)C1=C(C)NC(=O)N(C(C)=O)C1c1ccc(Cl)cc1 (stereo not drawn),i,-6,-3,i,·,i,i,i,i,i,i
CN(c1ccccc1C(=O)N1CCN(c2cccc(Cl)c2)CC1)S(C)(=O)=O,i,-11,-1,i,2,i,i,i,i,i,i
Cc1ccccc1-n1c(SC(C)C(=O)N2CCN(C)CC2)nc2ccccc2c1=O (stereo not drawn),i,-14,-8,i,2,i,i,i,i,i,i
COc1ccccc1NC(=S)NC1CCCC1,i,1,-1,i,-16,i,i,i,i,i,i
CN(C)c1nc(OCCNC(=O)Nc2ccccc2)nc(N2CCCCC2)n1,i,-1,-4,i,0,i,i,i,i,i,i
c1ccc(-c2nnc3ccc(N4CCCC4)nn23)cc1,i,-9,3,i,32,i,i,i,i,i,i
CN1CCN(C(=O)c2ccccc2Nc2ccc(SC(F)F)cc2)CC1,i,-8,2,i,-34,i,i,i,i,i,i
CC(C)(C)c1ccc(C(=O)NNC(=O)c2cccc(-n3cnnn3)c2)cc1,i,-4,·,i,1,i,i,i,i,i,i
N#CC1=C(N)SC(C(=O)c2ccccc2)C1c1cccs1 (stereo not drawn),i,-10,17,i,3,i,i,i,i,i,i
Cc1sc2ncn(CC(=O)NCCCC(=O)N3CCCCC3)c(=O)c2c1C,i,-6,-4,i,1,i,i,i,i,i,i
CCOc1ccc(NS(=O)(=O)c2ccc(-c3coc(C)n3)cc2)cc1,i,-2,-7,i,·,i,i,i,i,i,i
Cc1ccccc1C(=O)Nc1ccc(S(=O)(=O)Nc2onc(C)c2C)cc1,i,-13,1,i,0,i,i,i,i,i,i
CCn1c(-c2cccc(S(=O)(=O)N3CCCC3)c2)n[nH]c1=S,i,-16,4,i,3,i,i,i,i,i,i
Cc1nc(S/C(=C\c2ccc(OCc3ccccc3Cl)cc2)C(=O)O)n[nH]1,i,·,2,·,0,·,·,·,·,i,i
CCCOc1ccc(C(=O)NCc2ccco2)cc1,i,-18,-1,i,4,i,i,i,i,i,i
O=C(CCCn1nnnc1CN1CCOCC1)N1CCC(c2ccccc2Cl)C1 (stereo not drawn),i,-10,-2,i,-7,i,i,i,i,i,i
CC(=O)c1ccc(NC(=S)N2CCCC2)cc1,i,-12,2,i,0,i,i,i,i,i,i
O=C(c1cccc(Cl)c1)N1CCN(c2ncccn2)CC1,i,-5,9,i,-3,i,i,i,i,i,i
COc1c2c(nc3occc13)C(CC=C(C)C)(OC)C(=O)C=C2 (stereo not drawn),i,-13,-4,i,-4,i,i,i,i,i,i
CC(C)(C)OC(=O)N1CCC2(CC1)Oc1ccc(F)cc1C(=O)C21CC(c2ccc(Cl)cc2)=NO1 (stereo not drawn),·,-4,10,i,·,i,i,i,i,i,·
CC(C)n1c(C(O)c2ccc3c(c2)OCO3)nc2ccccc21 (stereo not drawn),i,-5,-6,i,1,i,i,i,i,i,i
CCOc1ccc(C(C)NC(=O)C2CCCC2)cc1 (stereo not drawn),i,-8,·,i,-3,i,i,i,i,i,i
CC(C)C1N(C(=O)CN2CCCCC2)CCN1S(=O)(=O)c1ccccc1 (stereo not drawn),i,-7,3,i,-3,i,i,i,i,i,i
COC(=O)C(C)Sc1nc2c(c(=O)[nH]c(=O)n2C)n1CCC(C)C (stereo not drawn),i,-8,2,i,2,i,i,i,i,i,·
CC(C)CCOc1ccc(C(=O)N2CCCC2C(=O)O)cc1 (stereo not drawn),i,-1,6,i,-3,i,i,i,i,i,i
Cc1noc(C)c1CSCC(=O)OCc1nc2ccccc2c(=O)n1CC#N,i,-12,2,i,4,i,i,i,i,i,i
CC(C)N1CCN(Cc2ccccc2-c2ccco2)CC1CCO (stereo not drawn),i,-6,-2,i,-2,i,i,i,i,i,i
COCCC(=O)N1CCC(Oc2ccc(C(=O)N3CCCC(OC)C3)cc2)CC1 (stereo not drawn),i,-11,·,i,1,i,i,i,i,i,i
CCC(C)[C@H](NC(=O)OC(C)(C)C)c1nnc(SCc2c(C)[nH]c(=O)[nH]c2=O)o1 (stereo partly drawn),i,-3,-2,i,0,i,i,i,i,i,i
CCOc1ccc(NC2=NCC(=O)N2Cc2cccs2)cc1,i,-4,3,i,-1,i,i,i,i,i,i
